Source: PubChem
tuberculosis growth: growth inhibition of non-replicating M. tuberculosis (AID 488890); Mycobacterium tuberculosis non-replicating, growth inhibition; higher % means a stronger effect; inhibition, % at 25 µM, or IC50 in µM where a hit was titrated; hit rate 0.39% among 320,000; in the data active = a potency from the dose series; inconclusive = inhibition mostly from about 82% at the one dose, without a potency; inactive = the rest, 99 in 100 with inhibition below about 76%;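 note: plate controls were DMSO cells for no effect and high antibiotic wells for full effect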
VEEV TC-83 Vero: inhibitors of VEEV TC-83 cytopathic effect, confirmation, Vero cells (AID 588727); Vero cells, VEEV TC-83 cytopathic effect inhibition; higher % means a stronger effect; inhibition, % at 20 µM; hits with a dose series show IC50 in µM; hit rate 0.13% among 350,000; in the data active = a potency from the dose series; inconclusive = inhibition mostly from about 14% at the one dose, without a potency; inactive = the rest, 99 in 100 with inhibition below about 12%; note: strong numbers were not always called active
H37Rv inhibition: M. tuberculosis growth inhibition, HTS (AID 449762). hit rate 0.59% among 330,000. inhibition, % at 25 µM; hits with a dose series show IC50 in µM. M. tuberculosis H37Rv growth inhibition, 7H9 media; higher % means a stronger effect; in the data active = a potency from the dose series; inconclusive = inhibition above about 70% without an active follow-up result;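 note: bacterial growth assessed after seven days of incubation; strong numbers were not always called active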
H1N1 NS1A inhibition: H1N1 influenza NS1A inhibitors, functional cell based assay (AID 504329). hit rate 0.3% among 340,000. NS1A functional cell-based assay, percent inhibition; higher % means a stronger effect. one-dose inhibition, % at 12.5 µM; IC50 in µM for titrated hits; in the data active = a potency from the dose series; inconclusive = inhibition above about 27% without an active follow-up result; note: strong numbers were not always called active
PhoP GFP inhibition: PhoP regulon inhibitors, Salmonella typhi PhoP promoter GFP reporter, confirmatory (AID 1850) | hit rate 0.33% among 310,000 | Salmonella Typhi PhoP-promoter GFP reporter, fluorescence, 4 h; higher % means a stronger effect | inhibition, % at 50 µM; hits with a dose series show IC50 in µM; in the data active = a potency from the dose series; inconclusive = inhibition mostly from about 25% at the one dose, without a potency; inactive = the rest, 99 in 100 with inhibition below about 19%;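 note: 0% = induced wells with vehicle and 100% = uninduced wells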
VEEV TC-83 Vero 10K pilot screen: also measured in VEEV TC-83 Vero; calls as there; inhibition, %; measured here: 10K pilot screen inhibition
An asterisk follows results filed as active; i = inactive; ? = inconclusive; . = no result given.

SMILES	tuberculosis growth	VEEV TC-83 Vero	H37Rv inhibition	H1N1 NS1A inhibition	PhoP GFP inhibition	others
CCCOc1cccc(OCCSc2nc(C)cc(=O)[nH]2)c1	35.2%	0.5%	-5.2%	0.4%	13.4%
O=C(CCC(=O)N1CCN(c2ccc(Cl)c(Cl)c2)CC1)c1ccccc1	67.8%	i	63.8%	2.9%	9.2%
Cc1ccc(C)c(NCc2n[nH]c(=S)n2-c2ccccc2)c1	0.7%	0.5%	0.7%	-0.3%	2.9%
CC(C)NCC(O)COCc1ccc(Cl)cc1 (stereo not drawn)	-3.0%	i	-0.6%	5.6%	2.6%
CCc1cc(C(=O)NCC(C)(C)N2CCOCC2)sc1C	1.5%	0.1%	-5.3%	-4.8%	-1.4%
O=C(COc1ccc(Br)cc1)N1CCc2ccccc21	2.3%	i	-4.9%	-0.2%	-20.3%
Cc1ccc(C(O)(c2ccccc2)c2ccccc2C(C)N(C)C)c(C)c1 (stereo not drawn)	48.7%	0.3%	45.0%	13.1%	-5.3%
CCN1CCN(C(c2ccccc2F)c2nnnn2Cc2ccc3c(c2)OCO3)CC1 (stereo not drawn)	22.9%	2.1%	-8.8%	3.3%	-9.0%
OCCN1CCN(CC(O)COCC2COc3ccccc3O2)CC1 (stereo not drawn)	-4.7%	0.2%	1.1%	1.5%	3.9%
CCOC(=O)c1sc2nc(C)nc(N3CCN(S(=O)(=O)c4ccccc4)CC3)c2c1C	.	8.7%	2.0%	6.4%	.
N#Cc1c[nH]n2c(=O)c3c(nc12)CCC3	.	0.8%	-3.8%	0.1%	-1.6%
O=C(O)CCC(=O)NNC(=O)c1ccc([N+](=O)[O-])cc1	3.0%	i	2.8%	1.2%	14.1%
Cn1c(Cl)cnc1C(O)(c1ccccc1)c1ccccc1	17.3%	1.1%	1.3%	-2.2%	1.1%
NC(N)=Nc1nc(CCN2C(=O)c3ccccc3C2=O)cs1	-3.7%	0.5%	1.0%	1.6%	4.8%
COc1cccc(N2CCN(c3ccc4nnc(CCC(=O)Nc5ccc(F)cc5)n4n3)CC2)c1	-2.5%	12.4%	4.4%	2.8%	-1.9%

Molecules from the list above that contain a Cl atom, in the order listed:
SMILES	tuberculosis growth	VEEV TC-83 Vero	H37Rv inhibition	H1N1 NS1A inhibition	PhoP GFP inhibition	others
O=C(CCC(=O)N1CCN(c2ccc(Cl)c(Cl)c2)CC1)c1ccccc1	67.8%	i	63.8%	2.9%	9.2%
CC(C)NCC(O)COCc1ccc(Cl)cc1 (stereo not drawn)	-3.0%	i	-0.6%	5.6%	2.6%
Cn1c(Cl)cnc1C(O)(c1ccccc1)c1ccccc1	17.3%	1.1%	1.3%	-2.2%	1.1%

Carrying on:
SMILES	tuberculosis growth	VEEV TC-83 Vero	H37Rv inhibition	H1N1 NS1A inhibition	PhoP GFP inhibition	others
O=C(CCN1C(=O)C2CC=C(Cl)CC2C1=O)N1CCCCC1 (stereo not drawn)	2.7%	1.9%	2.7%	5.7%	4.6%
CC1CCN(CC(=O)c2cccs2)CC1	-7.6%	3.6%	2.1%	7.2%	2.7%
CCN(CC)S(=O)(=O)c1ccc(Nc2ccc(-c3ccc4c(c3)OCCO4)nn2)cc1	-4.3%	i	2.6%	3.0%	9.0%
O=C(O)Cc1ccc(C(=O)c2ccc(Cl)cc2)s1	-6.9%	0.2%	-3.3%	1.1%	4.1%
O=C(CSc1nnc2ccccn12)NCCN1C(=O)CSC1=O	27.3%	1.8%	6.7%	-24.9%	-5.3%
CN(C)S(=O)(=O)c1ccc(C(=O)Nc2nnc(SCc3cccc4ccccc34)s2)cc1	2.6%	1.6%	11.6%	-0.4%	-5.2%
CCOc1ccc(OCc2ccc(C(=O)NCc3ccncc3)o2)cc1	22.7%	i	4.4%	-5.4%	-4.3%
COc1cc(/C=C2\NC(=S)N(C)C2=O)ccc1OCc1ccccc1F	36.2%	i	-5.4%	-11.0%	6.2%
O=C(CC1CCC1)NC(c1ccccc1)c1ccccc1	6.6%	i	1.4%	-6.7%	12.0%
COc1ccc(/C=N/NC(=O)C(C)Sc2ccccn2)cc1[N+](=O)[O-] (stereo not drawn)	16.0%	0.7%	21.6%	-11.0%	-10.0%
COc1cc(C#N)c(NC(=O)CN2CCN(CCO)CC2)cc1OC	0.0%	0.1%	4.5%	-4.3%	-2.7%
Cc1nnc(SC(C)C(=O)NCC2CCCO2)n1-c1ccccc1 (stereo not drawn)	1.5%	2.0%	-10.2%	-16.9%	-6.8%
CCN(CC)CC(C)(C)NS(=O)(=O)c1ccc(Cl)cc1	-15.0%	0.7%	7.9%	5.0%	5.8%
CC(=O)Nc1ccc(S(=O)(=O)N2CCC(Oc3ccc(-n4cnnn4)cc3)CC2)cc1	-6.2%	1.4%	5.0%	-10.6%	-9.3%
COCC(=O)Nc1ccc(Nc2ccccc2)cc1	30.6%	4.6%	-7.4%	11.4%	-2.0%
O=C(NC(Cc1ccccc1)C(=O)O)NC12CC3CC(CC(C3)C1)C2 (stereo not drawn)	.	i	0.5%	5.6%	1.3%
Fc1cccc(F)c1[B-](F)(F)F	.	i	.	19.2%	.
CSC(=NC#N)N1CCN(c2cccc(Cl)c2)CC1	19.1%	i	-1.7%	-7.8%	5.2%
CCOc1ccc(C=NNC(=O)c2cccc3ccccc23)cc1OCC	.	8.9%	.	1.7%	.
COC(=O)c1ccc(CSc2nnc(NC(C)C)s2)cc1	26.3%	5.6%	6.3%	-10.8%	4.8%
CCN1CCN(CCCNC(=O)C2CCN(c3nnc(-n4cccc4)s3)CC2)CC1	14.6%	1.3%	3.4%	4.8%	6.4%
O=C(Nc1ccccc1O)c1ccc(C(=O)c2ccccc2)o1	?	i	2.3%	23.5%	-10.5%
COC(=O)[C@H](Cc1ccc(O)cc1)NC(=O)Cn1cnc2c(NCc3ccccc3)ncnc21	.	0.4%	.	2.3%	.
Cc1nn(CC(=O)N2CCOCC2)c(=O)c2c1sc1ccccc12	4.9%	0.1%	4.6%	1.4%	10.4%
Cc1ccc(-c2n[nH]c(=O)c3ccccc23)cc1N	11.8%	1.2%	3.4%	-2.8%	-13.8%
COc1ccc(NC(=O)c2ccc(F)c(F)c2)c2ccccc12	70.9%	2.7%	?	8.8%	4.1%
COC(=O)c1ccccc1NC1=C/C(=N\S(=O)(=O)c2ccc(C(=O)O)cc2)c2ccccc2C1=O	55.5%	?	17.2%	31.8µM*	-3.9%
Cc1cc(C)n(-c2ccc(C(=O)Nc3sccc3C(N)=O)cc2)n1	-16.1%	6.7%	-2.4%	-3.1%	5.0%
CCCCn1c(N)c(N(CC(C)C)C(=O)c2cc(Br)c(Br)s2)c(=O)[nH]c1=O	.	11.1%	.	-9.4%	.
COc1cc(C(=O)OC(C)C(=O)Nc2ccc3c(c2)OCO3)ccc1OCc1c(C)noc1C (stereo not drawn)	14.9%	4.0%	4.4%	2.7%	-9.8%	VEEV TC-83 Vero 10K pilot screen=5.6
Nc1c(C(=O)O)sc2nc(-c3ccc(F)cc3)cc(-c3ccccc3)c12	1.3%	0.6%	-1.2%	2.8%	-18.4%
COc1cc(NC(=O)CCCNC(=O)Cn2cnc3sc4c(c3c2=O)CCCC4)cc(OC)c1OC	-12.8%	i	-1.6%	-14.0%	0.2%
CSc1n[nH]c(NCc2cccs2)n1	-0.2%	0.6%	-8.6%	2.1%	-11.5%
CCCCc1cc2c(c(NC(C)=O)n1)c(=O)oc1ccccc12	.	.	-3.9%	.	2.1%
COc1ccc(N(C)S(=O)(=O)c2cccc3nsnc23)cc1	-6.8%	4.4%	-5.9%	-5.6%	4.3%
NC(=O)CCn1nc(-c2ccc(Cl)cc2)c2ccccc2c1=O	21.7%	6.1%	9.0%	0.2%	-7.3%
CC1(C)OC(C)(C)/C(=C/Nc2ccccc2)C1=O	-5.9%	0.3%	-1.6%	-6.9%	-3.9%
COc1cc(NC(=O)c2cc(-c3ccc(C)cc3)on2)cc(OC)c1OC	55.2%	i	6.9%	18.8%	10.9%
Cc1ccc(NC(=O)COC(=O)CN2C(=O)NC(C)(C)C2=O)cc1S(=O)(=O)N1CCOCC1	-17.6%	i	-0.5%	-1.4%	6.0%
O=C(CCNC(=O)c1ccco1)Nc1cccc(C(F)(F)F)c1	-5.5%	0.5%	5.1%	-3.9%	-3.3%
CCCc1c(C)nc2ccc(OC)cc2c1SCCC(=O)O	13.0%	0.6%	-2.6%	7.0%	-4.1%
COc1ccc(-n2c(Cc3cccn3C)nnc2SCC(=O)Nc2cc(C)cc(C)c2)cc1	44.4%	3.3%	-4.2%	8.3%	1.9%
O=C(CCCCC(=O)Nc1c(I)cc(I)c(C(=O)O)c1I)Nc1c(I)cc(I)c(C(=O)O)c1I	8.4%	0.4%	10.0%	-5.0%	-23.4%
CN1CCN(S(=O)(=O)NC[C@H]2O[C@@H](n3cnc4c(N)ncnc43)[C@H](O)[C@@H]2O)CC1	.	0.9%	.	-11.2%	.
CC(C)(C)c1cc(C(=O)Nc2ccccc2)ccn1	59.4%	2.5%	-10.4%	-4.2%	-12.6%

Sorted by molar mass (smallest number first): 3 of the compounds above
SMILES	tuberculosis growth	VEEV TC-83 Vero	H37Rv inhibition	H1N1 NS1A inhibition	PhoP GFP inhibition	others
CCCc1c(C)nc2ccc(OC)cc2c1SCCC(=O)O	13.0%	0.6%	-2.6%	7.0%	-4.1%
OCCN1CCN(CC(O)COCC2COc3ccccc3O2)CC1 (stereo not drawn)	-4.7%	0.2%	1.1%	1.5%	3.9%
COc1cc(C(=O)OC(C)C(=O)Nc2ccc3c(c2)OCO3)ccc1OCc1c(C)noc1C (stereo not drawn)	14.9%	4.0%	4.4%	2.7%	-9.8%	VEEV TC-83 Vero 10K pilot screen=5.6

Additional results follow:
SMILES	tuberculosis growth	VEEV TC-83 Vero	H37Rv inhibition	H1N1 NS1A inhibition	PhoP GFP inhibition	others
CCOc1ncccc1C(=O)Nc1cc(S(=O)(=O)N2CCOCC2)ccc1OCC(F)(F)F	-4.9%	10.7%	0.2%	-3.6%	.
CCn1ccc(C(=O)Nc2ccc(S(=O)(=O)Nc3ccccc3OC)cc2)n1	8.5%	.	-11.7%	.	4.7%
Cc1ccc(Cl)cc1NC(=O)COC(=O)CC1CCCCC1	62.5%	2.9%	-6.3%	-10.1%	.
COCCNc1nc(-c2ccccc2)nc2ccccc12	9.5%	3.1%	5.7%	9.6%	-4.0%
Cc1cc(N=NC(=O)c2ccccc2O)c2ccccc2c1O	57.5%	2.0%	0.6%	9.4%	-7.5%
Cc1ccccc1CSc1nnc(C)c(=O)[nH]1	.	1.6%	3.8%	1.8%	-1.8%
COC(=O)C1C(=O)C2=C(CC1C)Nc1ccccc1NC2c1cccs1 (stereo not drawn)	-17.2%	0.4%	5.5%	-0.6%	-6.7%
CC(=O)c1ccc(NC(=O)c2ccc3c(Cl)c4c(nc3c2)CCCC4)cc1	-0.6%	9.7%	-3.4%	-3.1%	-3.1%
CCOc1ccc(/C=C2\SC(=S)N(NS(=O)(=O)c3ccc(C)cc3)C2=O)cc1OC	5.0%	0.2%	11.1%	-3.7%	-0.9%
COc1ccc(S(=O)(=O)N2CCC3(CC2)CC(=O)c2ccccc2O3)cc1	0.6%	5.5%	-8.9%	-12.6%	8.0%
Cc1ccc(C)c(OCC(=O)Nc2cccc(S(=O)(=O)NC3=NCCCCC3)c2)c1	25.4%	8.2%	4.9%	6.8%	-1.4%
O=C(CCNS(=O)(=O)c1ccccc1F)NC1CCCCCC1	0.3%	i	-15.2%	-2.3%	.
COc1cc(CN(C)Cc2cc(=O)oc3cc(C)c(Cl)cc23)ccc1OC(F)F	30.2%	2.2%	17.4%	-3.7%	10.3%

In the list so far, these have a nitro group on carbon.
SMILES	tuberculosis growth	VEEV TC-83 Vero	H37Rv inhibition	H1N1 NS1A inhibition	PhoP GFP inhibition	others
O=C(O)CCC(=O)NNC(=O)c1ccc([N+](=O)[O-])cc1	3.0%	i	2.8%	1.2%	14.1%
COc1ccc(/C=N/NC(=O)C(C)Sc2ccccn2)cc1[N+](=O)[O-] (stereo not drawn)	16.0%	0.7%	21.6%	-11.0%	-10.0%
